D2 agonist = HTS Assay for Allosteric Agonists of the Human D2 Dopamine Receptor: Primary Screen for Agonists; D(2) dopamine receptor (Homo sapiens), P14416; HEK293 T-REx D2 cells, calcium flux agonist mode; activation, % at 2 µM; 340,000 compounds, 0.53% hits;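 active means activation over 3 SD above normal in the single-dose calcium agonist read, cut at about 30% in these data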; further: 0% is about no effect
Target sequence (P14416 whole entry, looked up): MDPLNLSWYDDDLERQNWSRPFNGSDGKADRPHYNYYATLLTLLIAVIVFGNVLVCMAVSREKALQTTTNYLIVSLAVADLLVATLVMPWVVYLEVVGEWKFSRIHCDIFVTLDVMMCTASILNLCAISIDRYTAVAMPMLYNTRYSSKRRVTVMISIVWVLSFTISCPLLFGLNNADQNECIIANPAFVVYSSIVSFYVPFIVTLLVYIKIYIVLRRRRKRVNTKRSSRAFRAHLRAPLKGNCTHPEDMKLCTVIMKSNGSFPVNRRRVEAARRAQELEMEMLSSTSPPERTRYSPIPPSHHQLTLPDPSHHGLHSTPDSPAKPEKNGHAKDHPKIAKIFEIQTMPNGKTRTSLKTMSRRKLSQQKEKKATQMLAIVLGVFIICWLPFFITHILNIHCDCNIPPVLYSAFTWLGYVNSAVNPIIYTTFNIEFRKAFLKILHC
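Tetracycline-induced HEK293 Trex cells with D2 receptor force-coupled to calcium signaling, plated overnight at 30 C and loaded with no-wash calcium dye. Calcium flux read kinetically for 180 s after compound addition; responses flag agonists.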
USP1 inh = Inhibitors of USP1/UAF1: Primary Screen | recombinant USP1/UAF1, Ub-Rhodamine cleavage fluorescence | Potency, µM (series often up to 57.1 µM), for the others: at the highest dose activity change, negative = inhibition, actives largely listed as inhibitors | 390,000 compounds, 0.23% hits; further: potency means the concentration at half of the fitted maximal effect; on the % scale 0 is the no-effect control and ±100 the full control effect; nearly all actives have a fitted effect of over 60% in size; inactives centre near -12
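USP1/UAF1 complex at 1 nM was preincubated with compound for 15 min at room temperature, then Ub-Rho substrate (150nM final) was added. Fluorescence (480/540 nm) was read kinetically, 6 reads every 60 seconds.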
TRHR PAM = qHTS for Small Molecule Agonists and Allosteric Enhancers of Human TRH Receptor: Primary Screen for Enhancers | enhancement, % at 2 µM | AID 493056, 2011 | 360,000 compounds, 0.66% hits | TRHR cells, fluo-8 calcium fluorescence, EC20 TRH enhancement; in the data active means enhancement above about 30%; further: 0% is about no effect
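TRHR-expressing cells loaded with fluo-8 calcium dye were read kinetically (ex 480/em 530) during compound addition, then stimulated with an EC20 of TRH (10 nM final). Enhancement of the Gq-mediated intracellular calcium response was scored.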
mIDH1 inhibitor = qHTS for Inhibitors of mutant isocitrate dehydrogenase 1 (IDH1): qHTS. AID 602179, 2012. IDH1-R132H enzyme, NADPH consumption, diaphorase/resazurin fluorescence. Potency, µM (series often up to 76.6 µM), for inactives: at the highest dose activity change, negative = inhibition, usual class: inhibitors. 390,000 compounds, 0.093% hits. Isocitrate dehydrogenase [NADP] cytoplasmic (Homo sapiens), O75874; further: potency means the concentration at half of the fitted maximal effect; on the % scale 0 is the no-effect control and ±100 the full control effect; nearly all actives have a fitted effect of over 65% in size
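IDH1-R132H (0.5 ug/mL) preincubated 30 min with compound, then NADPH (0.016 mM) and alpha-KG (2 mM) added; 80 min at RT, pH 7.5. Remaining NADPH coupled via diaphorase/resazurin to fluorescence (540/590 nm); concentration-response curves normalized to no-enzyme control.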
D2 antagonist = HTS Assay for Allosteric Antagonists of the Human D2 Dopamine Receptor: Primary Screen for Antagonists; 340,000 compounds, 2% hits; HEK293 TREx D2 cells, calcium flux, dopamine EC80; D(2) dopamine receptor (Homo sapiens), P14416; inhibition, % at 10 µM; in the data active means inhibition above about 30%; further: 0% is about no effect
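Inhibition of EC80 dopamine-driven calcium flux, recorded kinetically, defines activity here; cells are a tetracycline-induced HEK293 T-REx line expressing force-coupled D2.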
PI4K2A block = qHTS for small molecular inhibitors of PI4K2A; purified PI4K2A, ADP-Glo luminescence, 1 h; hits give low values; Phosphatidylinositol 4-kinase type 2-alpha (Homo sapiens), Q9BTU6; activity change, negative = inhibition, % at 76.9 µM; 420,000 compounds, 0.13% hits; AID 1346378, 2018; in the data active means activity change below about -50%; inconclusive means mostly about -30% to -49%;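 further: -100% = wells without enzyme as full effect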
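PI4K2A activity was measured by ADP-Glo luminescence: enzyme (4 ug/mL stock) and phosphatidylinositol (1.2 mM stock) in Tris pH 7.5/MgCl2/EGTA/Triton X-100 buffer were reacted with ATP (300 microM stock) for one hour at ambient temperature.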
TrxR1 inh = qHTS Assay for Inhibitors of Mammalian Selenoprotein Thioredoxin Reductase 1 (TrxR1): qHTS. Potency, µM (series often up to 114 µM), for the others: at the top dose activity change, negative = inhibition, usual class: inhibitors. 390,000 compounds, 1% hits. Thioredoxin reductase 1, cytoplasmic (Rattus norvegicus), O89049. recombinant rTrxR1, NADPH fluorescence consumption, selenite substrate; further: potency means the concentration at half of the fitted maximal effect; on the % scale 0 is the no-effect control and ±100 the full control effect; nearly all actives have a fitted effect of over 65% in size
Target sequence (O89049 whole entry, looked up): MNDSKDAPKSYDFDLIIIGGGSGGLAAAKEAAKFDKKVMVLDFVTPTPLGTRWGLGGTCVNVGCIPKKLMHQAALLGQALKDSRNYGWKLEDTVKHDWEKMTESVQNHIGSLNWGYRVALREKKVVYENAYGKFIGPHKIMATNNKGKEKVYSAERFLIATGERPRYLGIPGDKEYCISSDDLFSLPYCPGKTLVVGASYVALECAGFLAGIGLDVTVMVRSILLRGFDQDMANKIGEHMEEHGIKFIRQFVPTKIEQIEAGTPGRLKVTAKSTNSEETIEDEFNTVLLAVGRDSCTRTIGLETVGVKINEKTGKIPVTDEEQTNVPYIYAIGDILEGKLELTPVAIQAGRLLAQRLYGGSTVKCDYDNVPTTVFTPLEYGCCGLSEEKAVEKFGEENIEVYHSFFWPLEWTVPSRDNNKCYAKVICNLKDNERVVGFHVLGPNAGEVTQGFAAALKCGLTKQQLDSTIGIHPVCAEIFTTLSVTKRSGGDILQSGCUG
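Rat TrxR1 (90 nM in the dispensed reagent) was pre-reduced with 400 uM NADPH for 5 min at room temperature, then incubated with compound for 15 min. After 400 uM selenite was added, NADPH fluorescence (Ex 340/Em 450 nm) was followed for 8 min.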
TRHR ag = qHTS for Small Molecule Agonists and Allosteric Enhancers of Human TRH Receptor: Primary Screen for Agonists; TRHR cells, calcium flux fluo-8, FDSS agonist mode; AID 493084, 2011; activation, % at 2 µM; Thyrotropin-releasing hormone receptor (Homo sapiens), P34981; 360,000 compounds, 0.18% hits; in the data active means activation above about 30%; further: 0% is about no effect
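Read-out: compound-evoked intracellular calcium rise in TRHR cells, fluo-8 dye, kinetic FDSS fluorescence at 1 s/cycle following a 10-cycle baseline. Cells cultured overnight before dye loading (30 min–1.5 h, RT).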
TrxR1 substrate = qHTS Assay for Substrates of Mammalian Selenoprotein Thioredoxin Reductase 1 (TrxR1): qHTS; Thioredoxin reductase 1, cytoplasmic (Rattus norvegicus), O89049; Potency, µM (doses to about 114 µM), for inactives: at the top dose activity change, negative = substrate turnover; purified TrxR1 substrate turnover, NADPH consumption readout; 390,000 compounds, 0.01% hits; further: potency means the concentration at half of the fitted maximal effect; on the % scale 0 is the no-effect control and ±100 the full control effect; nearly all actives have a fitted effect of over 50% in size
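Rat TrxR1, dispensed at 90 nM, was prereduced with 400 uM NADPH (final) for 5 min at ~22 deg C, then incubated with compound 15 min before 400 uM selenite. A first-read NADPH fluorescence drop versus no-compound background flagged substrates.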
* = called active by the depositor; ? = inconclusive; . = not tested or not shown; [ ] = another dose, or the depositor's remark. Unless noted, the call rests on the fitted dose curve; in most records, active means well fitted inhibition curve with a large enough effect; inconclusive means small, poorly fitted or top-dose-only effect; inactive means no such curve, though single readings can be large or run the other way.

SMILES | D2 agonist | USP1 inh | TRHR PAM | mIDH1 inhibitor | D2 antagonist | PI4K2A block | TrxR1 inh | TRHR ag | TrxR1 substrate
O=C(c1cnc(Cl)c(Cl)c1)N1CCN(S(=O)(=O)c2ccc3ccccc3c2)CC1 | 1.0 | -11% | 2 | 2% | -2 | -6 | 20% | 0.8 | 1%
COCCNC(=O)C1CC(c2cccc(OC)c2)=NO1 (stereo unspecified) | -0.2 | -16% | 5 | 4% | 10 | 3 | -4% | 0.0 | -2%
CCOC(=O)C1=C(C)NC(=O)NC1c1c(OC)ccc2ccccc12 (stereo unspecified) | -1.1 | -14% | 9 | -8% | 13 | -4 | 23% | -0.1 | 3%
COc1ccccc1Sc1nc(-c2ccccc2)ncc1OC | 0.7 | -28% | -5 | 9% | -3 | 4 | -9% | 0.3 | -9%
Cc1ccc(C(=O)NC(=S)Nc2cccc(-c3nc4ccccc4s3)c2)cc1 | 1.0 | -4% | 25 | -2% | 18 | 1 | 2% | -0.3 | -1%
CC(C)CC(C(=O)NC1CCCCC1)N(Cc1ccccc1)C(=O)c1snc(C(N)=O)c1N (stereo unspecified) | 0.3 | -19% | -4 | -8% | -11 | 1 | 10% | -0.9 | -3%
COc1ccc(NC(=O)c2ccc3ccccc3c2)cc1 | 0.3 | -9% | 54* | 8% | 2 | 0 | 15% | -0.9 | 4%
Cc1ccc(NC(=O)C(=O)NCCN2CCN(S(C)(=O)=O)CC2)cc1 | 1.2 | -3% | 7 | 11% | -3 | 6 | 8%[57.1 µM] | 0.6 | -3%[57.1 µM]
Cc1ccc(NCc2ccccc2OCc2ccccc2F)cc1 | 1.1 | -9% | 4 | 12% | -6 | -17 | -7% | -1.2 | -9%
Cc1cc(C(F)(F)F)nn1CC(=O)N1CCCCC1C (stereo unspecified) | -0.4 | -12% | 10 | 12% | 9 | 9 | -3% | -0.2 | -2%
CNC(=O)c1ccc(-c2ccc(F)cc2)s1 | 0.0 | -1% | 4 | 4% | -15 | -1 | -1%[57.1 µM] | -0.1 | 40%[activator][57.1 µM]
NS(=O)(=O)c1ccc(NC(=S)NCc2ccc3c(c2)OCO3)cc1 | -0.5 | -7% | -4 | 3% | -4 | 3 | -41% | -0.2 | -14%[57.1 µM]
CCN1CCN(C(=O)c2cccc(OC3CCN(S(C)(=O)=O)CC3)c2)[C@@H](C)C1=O | -0.6 | -13% | -3 | 6% | -3 | 3 | -8% | 0.0 | -2%
Cc1cc(=O)oc2cc(NC(=O)c3cccc(Br)c3)ccc12 | . | -25% | 2 | 0% | . | -1 | 12%[57.1 µM] | 0.4 | 4%[57.1 µM]
CCOC(=O)C1CCCN(Cc2nc(CC3CC3)no2)C1 (stereo unspecified) | -0.2 | -3% | 4 | -2% | -5 | 5 | 14% | 0.0 | 0%
Cn1cc(S(=O)(=O)N2CCCC2)cc1C(=O)NCc1ccc(Cl)cc1 | 11 | -10% | 0 | -4% | 0 | -2 | 9%[57.1 µM] | -0.2 | 4%[57.1 µM]
CCNc1ccc(N=Nc2c(C)n(C)n(-c3ccccc3)c2=O)cc1 | 1.0 | -7% | -3 | -7% | -2 | 1 | -7%[57.1 µM] | -0.7 | -8%[57.1 µM]
Cc1cc(C)c(S(=O)(=O)N(CC(=O)NCc2cccnc2)C2CCCCC2)c(C)c1 | -1.0 | -10% | -9 | 5% | 7 | -10 | 24% | -1.3 | 8%
CC1CCN(C2=NN3C(=N)/C(=C\c4ccc(OC(=O)c5ccco5)cc4)C(=O)N=C3S2)CC1 | 0.5 | 1% | -4 | -34% | 1 | 2 | -2%[57.1 µM] | -0.3 | 0%[57.1 µM]
Cc1ccccc1OCCSc1nc2ccc(NC(=O)c3ccco3)cc2s1 | -2.1 | ? | 14 | 3% | . | 5 | 0% | -1.4 | 5%
COc1ccc(Nc2ncnc3sc(-c4ccccc4)cc23)c(OC)c1 | -0.6 | -26% | 7 | 5% | -16 | 1 | 104%[activator] | -0.5 | 38%[activator]
CCC(C)C(NC(=O)c1ccccc1NC(=O)c1ccco1)C(=O)NC1CCCCC1 (stereo unspecified) | 0.1 | -15% | -3 | -3% | -3 | -13 | 9% | -0.1 | 23%
Cc1cccc(NC(=O)CSc2nnc([C@@H](N)Cc3ccccc3)o2)c1C | -0.2 | -19% | 5 | 4% | 5 | 1 | 11% | 0.2 | 6%
CC(CCc1ccccc1)NC(=O)CNC(=O)c1ccccc1Br (stereo unspecified) | -0.5 | -16% | -1 | 2% | -1 | 0 | -6% | 2.9 | -11%
COc1ccc(NC(=O)c2sc3nc4c(cc3c2N)CN(C(C)C)CC4)c(OC)c1 | 1.2 | -29% | 24 | 20% | . | 5 | 27% | 0.8 | 1%
SMILES | D2 agonist | USP1 inh | TRHR PAM | mIDH1 inhibitor | D2 antagonist | PI4K2A block | TrxR1 inh | TRHR ag | TrxR1 substrate
COc1cc(NC(=O)CCc2nnc3ccc(NCc4ccco4)nn23)cc(OC)c1 | 52* | -4% | 2 | 0% | 4 | -7 | 24%[57.1 µM] | -0.3 | 9%[57.1 µM]
Cn1ncc(Cl)c1C(=O)N/N=C/c1cc2c(cc1[N+](=O)[O-])OCO2 | 0.7 | -7% | 3 | 6% | -7 | -2 | -24% | 0.5 | -16%
C=CCNC(=O)c1ccccc1NC(=O)C1CC(=O)N(C(C)C)C1 (stereo unspecified) | 0.1 | -13% | -11 | 2% | 4 | 1 | 7%[57.1 µM] | 0.0 | 8%[57.1 µM]
COC(=O)Nc1nnc(Cc2ccc(Cl)cc2)s1 | -0.5 | -17% | 6 | 10% | 2 | -4 | -2% | 0.6 | -3%
CCOc1ccc(N2C(=O)C3ON(c4ccccc4)C(c4ccco4)C3C2=O)cc1 (stereo unspecified) | -0.3 | 3% | -6 | -6% | -12 | 0 | -29%[57.1 µM] | 0.1 | -7%[57.1 µM]
C=CCn1cn[nH]c1=S | -1.7 | 0% | 2 | 10% | -10 | 6 | 2%[57.1 µM] | 0.9 | 13%[57.1 µM]
CCOc1ccc(C(C)NC(=O)c2cccc(F)c2)cc1 (stereo unspecified) | -0.5 | 0% | 0 | 2% | -3 | 7 | 11% | 0.1 | 6%[57.1 µM]
CC(=O)COc1ccc2c(C)c(-c3ccccc3)c(=O)oc2c1 | 0.2 | 2% | 2 | 0% | 15 | 1 | -5% | 0.9 | 6%[57.1 µM]
Nc1ncnc2c1ncn2[C@@H]1O[C@H](CO)[C@@H](O)[C@H]1O | 0.8 | -26% | 5 | -9% | -1 | ? | -11%[57.1 µM] | 0.2 | -2%[57.1 µM]
O=C(NC(Cc1ccccc1)C(=O)NC(Cc1ccccc1)C(=O)O)c1ccccc1 (stereo unspecified) | 0.0 | -17% | 0 | -7% | -2 | 3 | 10%[57.1 µM] | 0.5 | 14%
Cc1cc(C)cc(NC(=O)COC(=O)COc2cccc3c2OC(C)(C)C3)c1 | 1.6 | -29% | 3 | 3% | 15 | 1 | 8% | -0.7 | -6%
COCCn1cnc2c1c(=O)n(CC(=O)OCC(=O)NCC(F)(F)F)c(=O)n2Cc1ccccc1 | 0.0 | 1% | 0 | 4% | -17 | -1 | 8% | 0.2 | 4%
O=C(CNC(=O)/C(=C\c1ccc(Br)cc1)NC(=O)c1ccccc1)OCc1ccccc1 | -0.1 | -6% | -4 | 3% | -13 | 4 | 20% | -0.2 | 7%[57.1 µM]
COC(=O)c1ccccc1NC(=O)c1cnn2c(C)cc(C)nc12 | -0.5 | -15% | -7 | -1% | -4 | -6 | 17% | -1.7 | -1%
Cc1cccc(CSc2ccc3nnc(CCNS(=O)(=O)c4ccccc4)n3n2)c1 | -1.4 | -20% | -17 | 27% | . | 4 | 19% | -0.1 | 0%
Cc1ccc(C(=O)NN2C(=O)C3C4C=CC(C5CC45)C3C2=O)cc1 (stereo unspecified) | -0.4 | -10% | 0 | -7% | -9 | 0 | 21%[57.1 µM] | -0.7 | 11%[57.1 µM]
CN(C)S(=O)(=O)c1cccc(NC(=O)COc2cccc(C#N)c2)c1 | 0.5 | -5% | -5 | 1% | -4 | 0 | 9% | 0.3 | -1%
C[n+]1c(-c2ccccc2)cc2c(=Cc3ccccc3)c3ccccc3n21 | . | 4µM* | . | -6% | . | ? | 0%[11.4 µM] | . | 6%[11.4 µM]
c1ccc(Cn2nnnc2C(c2ccncc2)N2CCOCC2)cc1 (stereo unspecified) | 0.0 | -2% | -4 | -2% | -10 | 0 | -5% | 0.1 | 1%
CC(NS(=O)(=O)c1ccc(Br)cc1)C(c1cccs1)N1CCOCC1 (stereo unspecified) | -0.3 | -11% | 5 | 10% | 1 | 2 | 7%[57.1 µM] | 0.4 | 9%[57.1 µM]
CC(C(=O)Nc1ccccn1)N1C(=O)c2ccccc2S1(=O)=O (stereo unspecified) | 0.2 | -10% | 1 | -1% | -8 | -1 | -6% | 0.0 | -10%

An excerpt from above, limited to D2 agonist:
molecule	D2 agonist
Nc1ncnc2c1ncn2[C@@H]1O[C@H](CO)[C@@H](O)[C@H]1O	0.8
CC(=O)COc1ccc2c(C)c(-c3ccccc3)c(=O)oc2c1	0.2

Source: PubChem (National Center for Advancing Translational Sciences (NCATS))

Hits appear at their usual frequency; 3.9% or so of the library scored in one or more.
